HCMV inh = inhibitors of human cytomegalovirus | activity change, negative = inhibition, % at 57.5 µM | 4.5% of 410,000 active | AID 1259415 | HFF cells, HCMV-luciferase reporter, 72 h; active compounds read low; in the data active = activity change below about -60%; inconclusive = no clear call, values can overlap the other calls; inactive = above about -39%; also: % is scaled to controls: 0 for no effect and ±100 for the full control effect
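Human foreskin fibroblasts infected with luciferase-reporter HCMV at MOI 1 PFU/cell, compounds at two doses. Luciferase measured 72 h post infection; normalized to buffer-only basal and Salinomycin (10uM) controls.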
Giardia FBPA inh = Giardia lamblia aldolase inhibition. A8B2U2. purified Giardia FBPA. Potency, µM (titrated, usually from 59.6 µM), inactives show at the top dose activity, negative = inhibition, actives largely listed as inhibitors. 0.71% of 290,000 active. AID 2451; also: potency is read from the fitted curve at half-maximal effect; % is scaled to controls: 0 for no effect and ±100 for the full control effect; nearly all actives have a fitted effect of over 55% in size
Target sequence (A8B2U2 whole entry, looked up): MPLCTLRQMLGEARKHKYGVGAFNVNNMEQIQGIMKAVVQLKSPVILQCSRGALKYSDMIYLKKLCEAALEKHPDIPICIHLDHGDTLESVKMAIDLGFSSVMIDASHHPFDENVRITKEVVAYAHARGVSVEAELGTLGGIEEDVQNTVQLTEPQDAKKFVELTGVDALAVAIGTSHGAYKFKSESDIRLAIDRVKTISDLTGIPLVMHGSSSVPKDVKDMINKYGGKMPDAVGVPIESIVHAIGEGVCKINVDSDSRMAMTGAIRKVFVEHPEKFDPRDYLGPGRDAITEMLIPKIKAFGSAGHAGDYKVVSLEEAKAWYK
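Giardia FBPA (40 nM reagent) was preincubated 10 min at RT with compound (up to 57.5 uM final), then substrate plus GAPDH/TPI/NAD/arsenate coupling system with diaphorase/resazurin was added; resorufin fluorescence (525/598 nm) was read after 20 min.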
Shiga toxin inh = Shiga toxin inhibition; Vero cells, Shiga toxin protein synthesis inhibition reporter; inhibition, % at 38.7 µM; 9.2% of 290,000 active; AID 2315; in the data active = inhibition mostly above about 28%, no sharp cut-off; inactive = mostly below about 43%; also: 0% is about no effect
AMA1-RON2 inh = inhibitors of Plasmodium falciparum AMA1-RON2 interaction; AlphaScreen AMA1-biotinylated RON2 peptide binding; 0.2% of 360,000 active; AID 720542; Potency, µM (doses to about 58.2 µM), for inactives: at the top dose activity change, negative = inhibition, actives largely listed as inhibitors;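 also: potency is read from the fitted curve at half-maximal effect; 0% = vehicle wells and -100% = peptide control; nearly all actives have a fitted effect of over 45% in size; some results filed as inactive show a strong effect at the top dose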
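AMA1 (3D7) with his tag at 25 nM final met compounds first, then biotinylated RON2 peptide at 25 nM; detection used donor plus acceptor beads, 10 µg/mL apiece, read by AlphaScreen after 30 min at room temperature.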
AmpC inh no detg = inhibitors of E. coli AmpC beta-lactamase without detergent; P00811; AmpC nitrocefin hydrolysis, absorbance 480 nm, 0.0001% Triton; 0.52% of 330,000 active; Potency, µM (highest dose often 57.1 µM), for the others: top-dose activity change, negative = inhibition, most hits filed as inhibitors;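 also: potency is read from the fitted curve at half-maximal effect; plate controls were no compound for no effect and no enzyme for full effect; nearly all actives have a fitted effect of over 20% in size; some results filed as inactive show a strong effect at the top dose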
Target sequence (P00811 whole entry, looked up): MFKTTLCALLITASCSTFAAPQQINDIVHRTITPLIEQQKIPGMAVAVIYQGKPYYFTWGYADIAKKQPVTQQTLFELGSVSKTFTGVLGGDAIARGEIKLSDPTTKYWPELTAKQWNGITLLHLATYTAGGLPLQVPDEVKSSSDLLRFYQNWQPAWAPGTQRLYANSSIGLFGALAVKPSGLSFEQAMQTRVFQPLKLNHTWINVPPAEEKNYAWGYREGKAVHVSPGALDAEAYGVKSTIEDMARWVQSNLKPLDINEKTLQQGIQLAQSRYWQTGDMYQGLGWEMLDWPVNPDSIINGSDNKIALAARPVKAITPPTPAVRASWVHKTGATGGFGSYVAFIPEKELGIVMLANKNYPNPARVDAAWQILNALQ
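AmpC (5.3 nM in the dispensed reagent) in 20 mM phosphate pH 7.0 with 0.01% (detergent screen) or 0.0001% Triton X-100 was preincubated with compounds for 15 min at room temperature. Nitrocefin was then added from an 800 uM solution, and hydrolysis was followed at 480 nm.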
AmpC inh detg = inhibitors of E. coli AmpC beta-lactamase with detergent. AID 485294. 0.041% of 370,000 active. Potency, µM (top dose mostly 114 µM), without a hit: at the highest dose activity change, negative = inhibition, actives largely listed as inhibitors. AmpC hydrolysis of nitrocefin, absorbance 480 nm, 0.01% Triton;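 also: potency is read from the fitted curve at half-maximal effect; 0% = no-compound wells and -100% = no-enzyme wells; nearly all actives have a fitted effect of over 25% in size; some results filed as inactive show a strong effect at the top dose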
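AmpC (5.3 nM in the dispensed reagent) in 20 mM phosphate pH 7.0 with 0.01% (detergent screen) or 0.0001% Triton X-100 was preincubated with compounds for 15 min at room temperature. Nitrocefin was then added from an 800 uM solution, and hydrolysis was followed at 480 nm.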
CHX counter = counter-screen for Shiga toxin inhibitors: cycloheximide protein synthesis inhibition. cell reporter, cycloheximide protein synthesis inhibition counterscreen. max response, %. 12% of 300,000 active. AID 2314; in the data active = max response mostly above about 13%, no sharp cut-off; inactive = mostly below about 14%; also: read at 38.3 µM for the half of the compounds with a filed dose; 0% is about no effect
Active calls of the source: *; ? = inconclusive; · = no result given; & = joins results of further samples; [ ] = remark or other dose. Unless noted, calls follow the shape of the dose curve; as a rule, active = well fitted curve in the direction sought with a large enough effect; inconclusive = small, poorly fitted or top-dose-only effect, or another doubt; inactive = no such curve, though single readings can be large; an effect the other way counts as inactive or inconclusive. The order is random, and some 16% of all compounds hit somewhere here.

SMILES | HCMV inh | Giardia FBPA inh | Shiga toxin inh | AMA1-RON2 inh | AmpC inh no detg | AmpC inh detg | CHX counter
COc1ccc(C(=O)Nc2nnc(CCc3ccccc3)s2)c(OC)c1 | 30 | -6% | 10 | -10% | 109%[activator] | -7% | 2
Cc1ccc(C)c(NC(=S)N2CCCCC2CO)c1 (stereo not drawn) | -23 | -10% | -9 | 3% | -11%[11.4 µM] | 3% | 3
CCN(CC)C(=O)c1nc[nH]c1C(=O)N1CCN(c2ccccc2)CC1 | ? | · | · | -4% | -3% | 2% | ·
COc1ccc(C(=O)OCC(=O)NC2CCCC2)c(OC)c1OC | 54 | 6% | -9 | 8% | -11% | 3% | -6
COc1ccc(C(=O)NCc2ccc3c(c2)CCO3)cc1 | 2 | 1% | 2 | -5% | -11% | 3% | 12
CCOC(=O)N1CCN(C(=O)CN2C(=O)COc3ccc(C)cc32)CC1 | 23 | 5% | -1 | -18% | -3% | -1% | -4
Cc1ccc(/C=N/NC(=O)c2cc(-c3ccncc3)nc3ccccc23)o1 | -64* | 3% | -15 | 76%[activator] | -4% | 1% | -1
O=C(NCc1ccccc1)C1CCN(S(=O)(=O)c2ccc(N3CCCC3=O)cc2)CC1 | -14 | · | -3 | 0% | 44% | 3% | 4
CCCC(=NCC(=O)O)C1=C(O)C(C(=O)OC)C(C)(C)CC1=O (stereo not drawn) | -24 | -4% | -12 | 69%[activator] | -3% | ? | -1
Cc1ccc(C(=O)Nc2cccnc2Oc2ccc(Cl)cc2)cc1 | 40 | -5% | 14 | 13% | 2% | -6% | 6
O=C(NCc1cccs1)c1cc(S(=O)(=O)N2CCCCC2)ccc1Cl | 0 | 3% | -1 | 2% | -13% | 6% | 2
CC(C)NC(C)Cc1ccc(I)cc1 (stereo not drawn) | -33 | -4% | · | -2% | -21% | -18% | ·
CN=C(C)C1=C(O)C(C(=O)OC)C(C)(C)CC1=O (stereo not drawn) | -7 | 1% | -4 | 4% | -3% | -11% | -2
COc1ccccc1CCNC1CCCCCC1 | 40 | -16% | -4 | 4% | -19% | ? | -3
CC(C)(C)C(=O)OCc1cn(-c2ccc(Cl)cc2)nn1 | ? | -4% | 40 | -6% | -8% | 3% | 24*
CCC(C)(C)NC(=O)c1cccc(NC(=O)C(C)C)c1 | ? | -1% | -13 | -13% | -11% | -6% | -2
O=C(CN1CCN(c2ccccc2)CC1)c1c[nH]c2ccccc12 | 14 | 9% | -5 | -2% | -24% | 2% | 7
CCn1nnnc1SCC(=O)Nc1nc(-c2cccs2)cs1 | -6 | -16% | 21 | -2% | -23% | ? | 12
COc1ccccc1/C=N/OC(=O)c1ccc(C)cc1 | 57 | 0% | 16 | 3% | -18% | -4% | 11*
Cc1cc(-c2ccc(C)c(S(=O)(=O)NCC3CCN(Cc4cccc(F)c4)CC3)c2)on1 | 0 | 1% | 8 | -4% | 68%[activator] | 1% | -1
CCOc1ccc(NC(=O)CSc2nnc(Cn3cnc([N+](=O)[O-])n3)n2C)cc1 | -40 | -10% | -11 | -6% | -12% | ? | -4
CC1C=CCC2C(=O)N(c3cc(Cl)ccc3O)C(=O)C12 (stereo not drawn) | -21 | -1% | -11 | 0% | -9% | 4% | -3
COC(CN(C)S(=O)(=O)c1cc2c3c(c1)CCC(=O)N3CCC2)OC | -18 | 2% | -4 | 6% | -10% | ? | -2
CCc1n[nH]c(CCN)n1 | 22 | -22% | 17 | 18% | -6% | 1% | -1
O=P(O)(Oc1ccccc1)OC(c1ccccc1)C(F)(F)F (stereo not drawn) | -33 | -1% | -7 | -20% | -13% | ? | -6
CC1Oc2ccccc2N(CC(=O)N2CCCCCC2)C1=O (stereo not drawn) | -7 | 11% | -17 | 14% | -4% | -7% | 7
COc1ccccc1/C=C/C(=O)OCC(=O)NCc1ccco1 | -29 | 5% | 12 | -8% | -15% | -2% | 9
CC(C)n1nc(C(=O)OCC(=O)N(C)C2CCS(=O)(=O)C2)c2ccccc2c1=O (stereo not drawn) | 47 | 5% | -2 | 0% | -15% | -11% | -6
O=C(Nc1cnc2ccccn2c1=O)c1ccc(Cl)cc1 | 27 | 0% | 113* | -2% | -7% | ? | 33*
NC(Cc1c[nH]c2ccccc12)C(=O)NCc1ccco1 (stereo not drawn) | -18 | 0% | 22 | 1% | -13% | -1% | -1
CC(CCc1ccccc1)NC(=O)CN1CCN(c2ccc(O)cc2)CC1 (stereo not drawn) | -29 | ? | 10 | -17% | 79%[activator] | 2% | -2
Cc1cc(NC(=O)NC2(C(F)(F)F)Oc3ccc(Cl)cc3O2)no1 (stereo not drawn) | 84 | -3% | 1 | 2% | -28% | -5% | -2
O=C(Cc1c(F)cccc1Cl)Nc1ccc(S(=O)(=O)N2CCOCC2)cc1 | 31 | · | -30 | 8% | -30% | 2% | 1
N/C(=N\OC(=O)c1cccc2ccccc12)c1cccnc1 | 191 | -10% | 94* | 13% | -9% | -7% | 42*
CCOC(=O)N1CCN(C(=O)c2ccc([N+](=O)[O-])cc2Cl)CC1 | 6 | 10% | 8 | 15% | 1% | -12% | 0
Nc1c2nc(-c3ccccc3)[nH]c(=O)c2nc(=O)n1-c1ccccc1 | -33 | -6% | 1 | 66%[activator] | -19% | -8% | 1
COc1ccccc1C(=O)NNC(=S)Nc1ccccc1 | 100 | 4% | 28 | 96%[activator] | -17% | 5% | 17
COc1cccc(-c2cccc(NC(=O)C3CCN(CC4CCOC4)CC3)c2)c1 (stereo not drawn) | 14 | 4% | -15 | 0% | 13% | 4% | -2
Cc1ccc(SCC(=O)c2c(C)nc3ccccn23)cc1 | ? | -1% | 62* | -23% | 55% | ? | 31*
Cn1nnc(-c2ccc(OCc3ccccc3F)cc2)n1 | 14 | 2% | 94* | 0% | 2% | -3% | 44*

No new results follow: 6 of the compounds above.
SMILES | HCMV inh | Giardia FBPA inh | Shiga toxin inh | AMA1-RON2 inh | AmpC inh no detg | AmpC inh detg | CHX counter
CCOc1ccc(NC(=O)CSc2nnc(Cn3cnc([N+](=O)[O-])n3)n2C)cc1 | -40 | -10% | -11 | -6% | -12% | ? | -4
CC1C=CCC2C(=O)N(c3cc(Cl)ccc3O)C(=O)C12 (stereo not drawn) | -21 | -1% | -11 | 0% | -9% | 4% | -3
COC(CN(C)S(=O)(=O)c1cc2c3c(c1)CCC(=O)N3CCC2)OC | -18 | 2% | -4 | 6% | -10% | ? | -2
CCc1n[nH]c(CCN)n1 | 22 | -22% | 17 | 18% | -6% | 1% | -1
O=P(O)(Oc1ccccc1)OC(c1ccccc1)C(F)(F)F (stereo not drawn) | -33 | -1% | -7 | -20% | -13% | ? | -6
CC1Oc2ccccc2N(CC(=O)N2CCCCCC2)C1=O (stereo not drawn) | -7 | 11% | -17 | 14% | -4% | -7% | 7

Additional records follow:
SMILES | HCMV inh | Giardia FBPA inh | Shiga toxin inh | AMA1-RON2 inh | AmpC inh no detg | AmpC inh detg | CHX counter
CC/C(=N\n1nnnc1Nc1ccccc1)c1ccccc1 | 9 | -18% | 1 | 1% | -18% | -15% | 9
O=C(Cc1cc(=O)[nH][nH]1)N/N=C/C(Cl)=C/c1ccccc1 | 26&5 | 7%&8% | -10&-6 | 10%&87% | -14%&-16% | -1%&-2% | -1&2
O=C(Cc1ccccc1)N/N=C/c1ccc([N+](=O)[O-])s1 | -29 | -1% | 111* | -10% | -11% | -2% | 35
C/C(=N\NC(=O)COc1ccccc1-c1ccccc1)c1cccnc1 | 71 | 2% | -5 | 53%[activator] | -17%[11.4 µM] | -4% | -5
O=[N+]([O-])c1ccc(-c2csc(N3CCc4ccccc4C3)n2)cc1 | -7 | 0% | -6 | -11% | -19% | -6% | -2
C[C@H](Cc1ccccc1)Nc1ncnc2c1ncn2[C@@H]1O[C@H](CO)[C@@H](O)[C@H]1O | 2 | · | · | -4% | -5% | -14% | ·
Cc1coc2c(C)c3oc(=O)c4c(c3cc12)CCCC4 | -21 | 8% | 1 | -5% | -24% | -7% | 38
O=c1c2ccccc2nnn1CSc1nnc(-c2ccco2)o1 | -17 | 6% | 38 | 0% | -13% | -9% | 20*
COc1ccc(C2=NN(C(=O)C(O)c3ccccc3)C(O)(C(F)(F)F)C2)cc1 (stereo not drawn) | 31 | -1% | -16 | 9% | -16% | -9% | 0
Cc1cc(C)cc(NC(=O)CSCc2cnn(-c3ccccc3)c2-n2cccc2)c1 | -31 | -4% | 41 | -13% | -16% | -9% | 16
CC1=C(C(=O)NCc2ccccc2)C(c2cc(Br)cc(Br)c2OC(C)C)NC(=O)N1 (stereo not drawn) | ? | 8% | 16 | 3% | 66%[activator] | -11% | -3
COc1ccc(-c2cc3ccc(OC)cc3cn2)cc1 | 25 | · | · | 5% | -27% | 2% | ·
CC(=O)N1CCc2cc(S(=O)(=O)C(C)CC(=O)Nc3ccc(OC(F)(F)F)cc3)ccc21 (stereo not drawn) | -32 | 6% | 16 | -11% | 40% | -2% | 29*
CCN1CCN(c2nc(-c3ccc(F)cc3)cc(=O)[nH]2)CC1 | -6 | 4% | -26 | 9% | -7% | -14% | -3
CC(C)(C)C(O)C(Oc1ccc(Cl)cc1)n1cncn1 (stereo not drawn) | 46 | 7% | 10 | 0% | 32% | -1% | -3
CCCc1nc(SCC(=O)Nc2nccs2)c2ccccc2n1 | -23 | -18% | -13 | 10% | -29% | ? | -1
Cc1cccc(N2CCN(C(=O)C3CCC(=O)N(Cc4ccccc4F)C3)CC2)c1C (stereo not drawn) | ? | 3% | 9 | 0% | 180%[activator] | ? | 15*
COc1ccc(C(CNC(=O)CN(C)S(=O)(=O)c2ccc(C)cc2)N2CCCC2)cc1 (stereo not drawn) | -7 | · | · | 0% | -5% | · | ·
CC(C)(C)c1cc(CCC(=O)NNC(=O)c2ccncc2)cc(C(C)(C)C)c1O | -2 | · | · | 112%[activator] | -19% | ? | ·
O=C(NCc1ccccc1Cl)c1cc2ccccc2oc1=O | 66 | 0% | · | 2% | -14% | -10% | 4
CCOc1ncccc1C(=O)NCCN1C(=O)S/C(=C/c2cccs2)C1=O | -6 | 0% | -17 | 7% | -3% | -14% | -3
O=C1CN(S(=O)(=O)c2ccc(F)cc2)CCN1 | ? | · | · | 3% | -44% | · | ·
COCCN(C(=O)COC(=O)C1CC1C)c1c(N)n(Cc2ccccc2)c(=O)[nH]c1=O (stereo not drawn) | -36 | · | · | -13% | -19% | ? | ·
NC(=O)c1ccsc1NC(=O)COC(=O)c1ccc(Cl)c(N)c1 | -28 | · | · | 31%[activator] | -25% | -3% | ·
Cc1ccc(NS(=O)(=O)c2cccc3nsnc23)cc1[N+](=O)[O-] | -19 | 0% | -15 | -8% | -35% | 8% | -3
Cc1nnsc1Sc1ccccc1C(=O)O | -19 | 0% | -15 | 1% | -20% | -14% | -2
